High-throughput results as filed in PubChem.
ELG1 DNA repair: blocks ELG1-dependent DNA repair in HEK293T cells. HEK293T ELG1-luciferase reporter, luminescence, 16 h; DNA damage induced by 5-fluorouridine. Potency, µM (doses to about 46.1 µM), without a hit: at the highest dose activity change, negative = inhibition, usual class: inhibitors. 330,000 compounds, 2.3% hits. AID 504467; further: potency means the concentration at half of the fitted maximal effect; on the % scale 0 is the no-effect control and ±100 the full control effect; nearly all actives have a fitted effect of over 55% in size
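Cells (2,000 per well) received 5-fluorouridine plus test compound or DMSO and were incubated 16 hr at 37 °C, 5% CO2. Luciferase activity was read by luminescence 30 min after ONE-Glo addition; signal suppression marked inhibition of damage-induced ELG1 function.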
TCR activator: activators of T cell receptors | primary human leukocytes, anti-CD3, IL-2 HTRF, 48 h | 330,000 tested, under 10 active | Potency, µM (highest dose often 9.22 µM), for the others: at the highest dose activation of IL-2 secretion, hits mostly activators; further: % of control where 0% means no effect
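1) Mix primary human leukocytes, a-CD3 beads and compound. 2) Incubate 48 hr. 3) Add HTRF IL-2 reagents (a-IL-2-K, a-IL-2-d2).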
TSHR antagonist: antagonists of human thyroid stimulating hormone receptor. TSHR-expressing cells, TSH-stimulated cAMP HTRF, 2 h; hits give low values. activity change, negative = inhibition, % at 11.5 µM. 330,000 compounds, 0.2% hits;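 active means activity change below a set negative limit, meaning inhibition stronger than a set level, cut at about -70% in these data; inconclusive means activity change between two set negative limits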; further: on the % scale 0 is the no-effect control and ±100 the full control effect
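Cell-based HTRF cAMP assay; TSHR cells + compound, TSH EC80 (4nM final), 2 h, 37 deg C. Lysis with anti-cAMP cryptate and cAMP-d2, 30 min RT, read 665/620 nm.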
USP2a block: USP2a (human) protease inhibition. 330,000 compounds, 0.01% hits. AID 463254. Potency, µM (titrated, usually from 38.3 µM), without a hit: at the top dose activity change, negative = inhibition, most hits filed as inhibitors. USP2 core, Ub-CHOP2 coupled fluorogenic reporter, 485/531. O75604;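 further: potency means the concentration at half of the fitted maximal effect; plate controls were DMSO wells for no effect and full inhibition by NEM control for full effect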
Target sequence (O75604 whole entry, looked up): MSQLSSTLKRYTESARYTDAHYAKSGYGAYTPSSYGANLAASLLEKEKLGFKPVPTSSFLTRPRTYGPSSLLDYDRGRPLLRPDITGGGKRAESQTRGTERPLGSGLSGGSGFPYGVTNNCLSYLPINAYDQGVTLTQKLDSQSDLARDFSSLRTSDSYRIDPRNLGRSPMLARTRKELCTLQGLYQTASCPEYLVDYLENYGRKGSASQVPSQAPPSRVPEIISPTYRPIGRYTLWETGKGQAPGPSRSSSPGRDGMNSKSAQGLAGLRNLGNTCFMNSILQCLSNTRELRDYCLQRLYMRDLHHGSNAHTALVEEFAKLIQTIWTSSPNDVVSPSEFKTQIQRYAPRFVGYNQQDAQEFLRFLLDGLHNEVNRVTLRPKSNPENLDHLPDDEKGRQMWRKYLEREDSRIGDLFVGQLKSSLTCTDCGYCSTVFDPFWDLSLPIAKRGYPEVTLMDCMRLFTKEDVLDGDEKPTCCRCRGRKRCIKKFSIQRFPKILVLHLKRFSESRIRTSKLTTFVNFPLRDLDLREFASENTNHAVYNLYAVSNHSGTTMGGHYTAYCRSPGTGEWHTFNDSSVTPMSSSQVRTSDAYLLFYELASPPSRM
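Cell-free coupled assay: 10nM USP2 core preincubated 30min RT with compound in Tris-HCl pH 8.0/CaCl2/CHAPS buffer, then 25nM Ub-CHOP2 and 25nM reporter substrate; fluorescence (Ex 485/Em 531) read after 60min RT, normalized to NEM inhibition, concentration-response curves fitted.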
B2AR arrestin: agonists driving beta-arrestin recruitment to human beta2-adrenergic receptor; P07550; beta-arrestin recruitment to beta2AR, cell-based reporter; Potency, µM (titrated, usually from 46.1 µM), inactives show at the highest dose activation, most hits filed as activators; 330,000 compounds, 0.02% hits; AID 492947;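 further: potency means the concentration at half of the fitted maximal effect; 0% = DMSO controls and full agonism = EC100 isoproterenol or metaproterenol; nearly all actives have a fitted effect of over 65% in size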
Target sequence (P07550 whole entry, looked up): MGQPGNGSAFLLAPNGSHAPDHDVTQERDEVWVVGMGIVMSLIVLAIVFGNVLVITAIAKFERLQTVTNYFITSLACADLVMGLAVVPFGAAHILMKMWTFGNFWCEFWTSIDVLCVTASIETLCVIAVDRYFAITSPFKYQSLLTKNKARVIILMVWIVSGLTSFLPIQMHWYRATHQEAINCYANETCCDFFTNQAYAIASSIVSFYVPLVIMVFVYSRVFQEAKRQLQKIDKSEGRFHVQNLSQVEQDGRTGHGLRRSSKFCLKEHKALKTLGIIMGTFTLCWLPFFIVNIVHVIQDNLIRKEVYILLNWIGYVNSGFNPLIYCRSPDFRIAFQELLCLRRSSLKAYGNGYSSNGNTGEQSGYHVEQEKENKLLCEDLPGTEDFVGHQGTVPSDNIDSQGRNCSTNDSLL
Tb PFK block: T. brucei PFK enzyme inhibition; Potency, µM (doses to about 57.5 µM), for the others: at the highest dose activity, negative = inhibition, usual class: inhibitors; T. brucei PFK, ADP-Glo luminescence; 330,000 compounds, 0.17% hits; O15648;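 further: potency means the concentration at half of the fitted maximal effect; 0% = uninhibited 1x PFK enzyme wells and -100% = no-enzyme wells; nearly all actives have a fitted effect of over 60% in size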
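1.25 nM PFK with 0.5 mM F6P and 0.1 mM ATP in 0.1 M TEA pH 8.0, 5 mM MgCl2, incubated 45 min at room temperature; ADP measured by ADP-Glo luminescence; compounds titrated up to 57 uM.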
uPA generation: cell surface uPA generation inhibition; Potency, µM (series often up to 38.3 µM), for the others: top-dose activity change, negative = inhibition, actives largely listed as inhibitors; cell surface uPA generation assay, qHTS; AID 540303; 330,000 compounds, 0.31% hits; active means well fitted inhibition curve with a large enough effect; inconclusive means small, poorly fitted or top-dose-only effect; inactive means no such curve, though single readings can be large or run the other way; tested in mouse RAW 264.7 cells; further: potency means the concentration at half of the fitted maximal effect; on the % scale 0 is the no-effect control and ±100 the full control effect; nearly all actives have a fitted effect of over 55% in size
PTAP TSG101 blk: blocks PTAP/TSG101 interaction to inhibit HIV-1 budding; Q99816; Fluorescence polarization, FITC-PTAP peptide / Tsg101 binding; Potency, µM (doses to about 115 µM), inactives show at the highest dose activity change, negative = inhibition, usual class: inhibitors; 340,000 tested, under 10 active; AID 493005; active means well fitted inhibition curve with a large enough effect in the main read-out, with a control signal flat, not every such curve was filed as active; inconclusive means small, poorly fitted or top-dose-only effect, or effect the other way, or a change in a side signal; inactive means no such curve, though single readings can be large or run the other way; further: potency means the concentration at half of the fitted maximal effect; % of control where 0% means no effect
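Steps: Tsg101 binding domain dispensed (10 uM final), compounds pinned in DMSO, FITC-labeled PTAP-motif peptide added (50 nM final); after 20 min binding at room temperature, polarization measured.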
Eya2 phos inh: inhibitors of human Eya2 phosphatase activity; recombinant Eya2, OMFP fluorescence dephosphorylation (OMFP is methylfluorescein phosphate); Potency, µM (top dose mostly 76.9 µM), for inactives: at the highest dose activity, negative = inhibition, actives largely listed as inhibitors; 330,000 compounds, 0.006% hits; O00167; further: potency means the concentration at half of the fitted maximal effect; on the % scale 0 is the no-effect control and ±100 the full control effect
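Eya2 (0.2 uM) preincubated 10 min at ambient with compound, then OMFP substrate added at 50 uM; 10 min reaction in 50 mM HEPES pH 7.5, 50 mM NaCl, 5 uM MgCl2, 0.05% BSA, 1 mM DTT. Fluorescence read at Ex 485/Em 525 nm.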
BCR signal inh: chronic active BCR signaling inhibition. ABC-DLBCL IkBa-CBG/CBR reporter, luminescence ratio, 4 h. Potency, µM (series often up to 46.1 µM), inactives show at the top dose ratio change, negative = lower green/red ratio, hits mostly inhibitors. 340,000 compounds, 0.05% hits. AID 493014; active means well fitted inhibition curve with a large enough effect in the signal ratio, with a control signal flat, not every such curve was filed as active; inconclusive means small, poorly fitted or top-dose-only effect, or effect the other way, or a change in a side signal; the % refers to the signal ratio;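 further: potency means the concentration at half of the fitted maximal effect; plate controls were basal doxycycline-induced cells for no effect and cells given 10 µM MG132 for full effect; MG132 reads +100%, hits lower the ratio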
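TMD8 human ABC-DLBCL cells with doxycycline-inducible IκBα–green luciferase fusion and unfused red luciferase, in 0.5% FBS medium; compounds up to 46 uM, 4 h at 37C. Green/red luminescence ratio, filter-overlap corrected, fitted to concentration-response curves.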
Mito fusion yeast: blocks mitochondrial division or promotes mitochondrial fusion | S. cerevisiae fusion-defective mutant growth rescue, CellTiterGlo 48 h | Potency, µM (doses to about 46.1 µM), without a hit: at the top dose growth rescue (activation), hits mostly activators | AID 485298 | 320,000 compounds, 0.23% hits;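 further: potency means the concentration at half of the fitted maximal effect; % of control where 0% means no effect; nearly all actives have a fitted effect of over 45% in size; temperature-sensitive fusion mutants such as fzo1-1 at 37 °C on non-fermentable ethanol glycerol medium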
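S. cerevisiae fusion-defective temperature-sensitive mutants (e.g. fzo1-1, mgm1-5) grown 48 h at 37C in YPEG (ethanol/glycerol non-fermentable) medium with 23 nl compound per well; growth rescue read as CellTiterGlo luminescence.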
Numbers without * were called inactive; ? = inconclusive; nt = no result given; [ ] = another dose, or the depositor's remark. Unless noted, the call rests on the fitted dose curve; in most records, active means well fitted curve in the direction sought with a large enough effect; inconclusive means small, poorly fitted or top-dose-only effect, or another doubt; inactive means no such curve, though single readings can be large; an effect the other way counts as inactive or inconclusive.

SMILES | ELG1 DNA repair | TCR activator | TSHR antagonist | USP2a block | B2AR arrestin | Tb PFK block | uPA generation | PTAP TSG101 blk | Eya2 phos inh | BCR signal inh | Mito fusion yeast
O=C(CSc1ccc2nnc(-c3ccccn3)n2n1)Nc1ccc(F)cc1 | 5.4% | 9.9% | -4.5 | -6.4% | 0.2% | -0.9% | -4.6% | -0.1% | 1.5% | -5.4% | -1.7%
CCCCCCCCn1c2c(c(=N)c3ccccc31)CCC2 | 6.3% | 5.1% | 14.8 | 0.6% | 0.2% | 3.9% | -16.5% | -4.3% | -1.0% | 12.2% | 6.6%
COc1ccc(/C=N/NC(=O)Cn2nc([N+](=O)[O-])cc2C)c(OC)c1OC | 10.1% | -4.4% | 2.2 | -5.6% | 0.0% | -6.9% | 17.1% | -11.8% | -18.5% | 0.2% | 1.6%
O=C(c1ccc(-c2ccccc2)cc1)N1CCCC1 | ? | -1.9% | -8.9 | -1.9% | -0.8% | 0.6% | -1.5% | -5.1% | -3.1% | -0.1% | 0.7%
Cc1cc(=O)n2c3ccccc3n(CC(O)CN3CCN(CCO)CC3)c2c1C#N (configuration not stated) | ? | 1.0% | -3.9 | 8.4% | -0.8% | -0.2% | -4.0% | -5.2% | ? | -1.9% | 1.7%
O=C1CC(c2ccccc2)CC(O)=C1C=NC1CCCCCC1 (configuration not stated) | 6.0% | 1.9% | -8.6 | -5.0% | -0.9% | -6.3% | -7.8% | -6.5% | -13.1% | 0.2% | 1.0%
CC(C)C(=O)N1CCN(c2nc(-c3ccccc3)c3c(c2C#N)CCCC3)CC1 | ? | 0.6% | -8.8 | -1.7% | -0.8% | 0.5% | nt | -3.6% | -14.7% | 29.7% | 3.9%
COc1ccccc1N=c1oc2cc(O)ccc2cc1C(N)=O | ? | 3.9% | -19.5 | 0.2% | -0.4% | -0.2% | -7.5% | -0.2% | -4.4% | ? | 1.1%
Nc1c(C(=O)c2ccc(Cl)cc2)sc2nsc(SCCN3CCOCC3)c12 | 0.0% | -21.3% | 7.3 | 0.4% | 0.0% | -16.5% | -1.7% | ? | -10.9% | 0.4% | 0.8%
Cc1c(NC(=O)c2ccc3ncccc3c2)c(=O)n(-c2ccccc2)n1C | 5.6% | -7.2% | -3.4 | 3.3% | 0.3% | 1.6% | -1.7% | -2.3% | 11.9% | 4.4% | 1.8%
O=C(/C=C\c1ccc2c(c1)OCO2)Nc1nnc(SCC(=O)OCc2ccccc2)s1 | -1.9% | 3.3%[46.1 µM] | 2.5 | -1.1% | -0.6% | 0.3% | nt | nt | 5.0% | 0.1% | 1.3%
Cc1cc(Cl)cc(Br)c1OCCCCn1cncn1 | -0.4% | 5.3% | 5.6 | -7.5% | -0.3% | -0.1% | 0.6% | -4.9% | 7.0% | -1.2% | 1.3%
CSc1nncn1/N=C/c1cc(Cl)ccc1F | 8.1% | nt | -8.9 | -0.4% | 0.0% | -3.2% | -3.2% | -6.5% | -1.2% | ? | 7.6%
CCN1C(=O)[C@@H]2[C@@H](c3ccc(-c4ccc(C(C)=O)cc4)c(OC)c3)N3CCC[C@@]3(C(=O)OC)[C@@H]2C1=O | ? | 1.6% | -12.2 | -2.5% | -0.2% | -1.8% | 0.5% | 0.4% | -5.3% | -18.0% | -2.7%
CCc1ccc(C(C(=O)NC2CCCCC2)N(C(=O)c2csnn2)C2CC2)cc1 (configuration not stated) | -9.0% | -3.4% | -10.3 | 0.7% | 0.0% | 0.3% | -1.4% | -3.0% | -4.9% | ? | 12.3%
CCCCC1=CC2=C(c3ccco3)C(=O)C(C)(OC(=O)c3ccc(OC)cc3)C(=O)C2=CN1CCc1ccccn1 (configuration not stated) | -12.0% | -65.6% | 7.3 | 0.0% | 0.6% | -3.8% | -1.5% | -5.9% | 8.7% | -12.9% | 6.0%
Cc1cccc(N2C(=O)c3cccc(Oc4ccc(Cl)cc4)c3C2=O)c1 | -6.0% | 6.5%[46.1 µM] | -6.0 | 1.0% | 0.1% | 3.3% | 8.1% | -5.9% | -3.4% | -4.2% | ?
Cc1ccccc1N=Cc1cc2c(cc1[N+](=O)[O-])OCO2 | 1.6% | 1.3%[46.1 µM] | 6.0 | 5.5% | 0.0% | -0.7% | -1.4% | 1.8% | 4.0% | -2.1% | 1.3%
O=C1/C(=C\c2ccccn2)SC(=S)N1c1ccc(S(=O)(=O)Nc2nccs2)cc1 | 14.5% | 0.2% | -17.4 | -7.9% | -1.0% | -4.6% | 1.4% | -17.2% | -3.3% | ? | -0.2%
O=C(C1=C(O)C(=O)N(CCN2CCOCC2)C1c1ccc([N+](=O)[O-])cc1)c1cc2ccccc2o1 (configuration not stated) | 16.5% | -9.9% | 7.3 | 1.2% | -1.1% | 0.4% | 1.4% | -5.9% | 1.9% | -9.8% | 0.4%
CN(c1ccc(C(=O)N2CCN(Cc3ccc4c(c3)OCO4)CC2)cc1)S(C)(=O)=O | -10.3% | 2.2% | 7.3 | 4.0% | 1.9% | -0.6% | 3.8% | -0.3% | 5.3% | -0.7% | 3.1%
COc1c(F)c(F)c(C(=O)O)c(Nc2ccc(C)cc2)c1F | -1.5% | nt | -9.7 | 1.6% | 0.0% | 1.8% | nt | -8.1% | 22.6% | 2.7% | 3.6%
Cc1cc(C)nc(NCc2ccc(Cl)cc2)n1 | 0.2% | -2.5% | 13.4 | -0.2% | -0.6% | 3.9% | 0.7% | -9.1% | 4.8% | ? | 2.4%
CCn1cc(Br)c(C(=O)Nc2nccs2)n1 | ? | 1.1% | 1.7 | -1.7% | 0.1% | 3.2% | -3.5% | -1.4% | 9.6% | 11.7% | -2.5%
Oc1ccccc1CNc1nc2ccccc2n1CCN1CCCCC1 | -11.7% | -1.7% | 5.8 | 0.0% | 0.2% | -0.4% | -10.6% | -3.8% | -5.3% | 0.5% | -3.0%
COc1ccc(NS(=O)(=O)c2ccc(N3CCOCC3)c(NC(=O)c3ccc(F)cc3)c2)cc1 | ? | -3.8%[46.1 µM] | 1.1 | 3.3% | 0.0% | 0.9% | -17.6% | 0.1% | -0.8% | -9.1% | -1.8%
CCOC(=O)N1CCN(C2=C(NS(=O)(=O)c3ccccc3)C(=O)c3ccccc3C2=O)CC1 | -14.2% | 0.8% | 2.6 | 2.6% | 0.5% | -6.2% | 2.8% | -9.8% | 2.6% | 9.3% | 1.3%
O=C(Nc1ccc(Cl)cc1)C1CCN(C(=O)c2ccco2)CC1 | -20.9% | -8.5% | -5.3 | 0.1% | -0.8% | -10.1% | -2.6% | 0.1% | 0.9% | 1.5% | 4.9%
CC(=O)[C@@]12O[C@@H]1C[C@H]1[C@@H]3CC[C@H]4C[C@@H](O)CC[C@]4(C)[C@H]3CC[C@@]12C | ? | -3.0% | -28.9 | 5.8% | 0.2% | 5.1% | 10.2% | -1.1% | 1.7% | ? | -44.4%[inhibitor]
CN(C)c1cc(-c2ccccc2)nc(N)n1 | -1.4% | -4.7% | -4.2 | 2.7% | 0.2% | 2.2% | 10µM* | -2.2% | -0.1% | 11.6% | -4.2%
COC(=O)c1c(C)[nH]c(C)c1C(=O)c1ccccc1Cc1ccccc1 | nt | -6.9% | -10.7 | nt | nt | nt | -4.3% | 0.4% | -3.9% | nt | 2.91µM*
CCC1=C2CC[C@H]3C(=O)N(C)C(=O)[C@H]3[C@H]2[C@@]2(Cc3ccccc3)C(=NCC(=O)OC)OC(=O)N2C1=O | 20.2% | 13.3% | -0.8 | -14.1% | -0.1% | -27.2% | 5.7% | -4.9% | -7.2% | -0.7% | 12.1%
